# Screens (PubChem BioAssay)
# Shiga inhibitor – inhibitors of Shiga toxin in Vero cells; Vero cells, Shiga toxin protein synthesis inhibition reporter; inhibition, % at 38.7 µM; hit rate 9.2% among 290,000; AID 2315; in the data active = inhibition mostly above about 28%, no sharp cut-off; inactive = mostly below about 43%; also: 0% is about no effect
# AMA1 RON2 block – AMA1-RON2 (P. falciparum) interaction inhibition | AlphaScreen AMA1-biotinylated RON2 peptide binding | Potency, µM (titrated, usually from 58.2 µM), inactives show at the highest dose activity change, negative = inhibition, actives largely listed as inhibitors | hit rate 0.2% among 360,000 | AID 720542;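 also: potency is read from the fitted curve at half-maximal effect; 0% = vehicle wells and -100% = peptide control; nearly all actives have a fitted effect of over 45% in size; some results filed as inactive show a strong effect at the top dose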
#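 AMA1 (3D7) with his tag at 25 nM final met compounds first, then biotinylated RON2 peptide at 25 nM; detection used donor plus acceptor beads, 10 µg/mL apiece, read by AlphaScreen after 30 min at room temperature.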
# HCMV antiviral – blocks human cytomegalovirus replication; HFF cells, HCMV-luciferase reporter, 72 h; active compounds read low; activity change, negative = inhibition, % at 57.5 µM; hit rate 4.5% among 410,000; AID 1259415; in the data active = activity change below about -60%; inconclusive = no clear call, values can overlap the other calls; inactive = above about -39%; also: % is scaled to controls: 0 for no effect and ±100 for the full control effect
#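 Cell-based, HFFs, 1000 cells/well, 16 h 37C; cpds in DMSO + HCMV-luc, MOI 1 PFU/cell; 72 h 37C; OneGlo luminescence after 5 min RT; norm. to buffer vs Salinomycin 10uM.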
# FBPA Giardia inh – Giardia lamblia aldolase inhibition; A8B2U2; purified Giardia FBPA; Potency, µM (top dose mostly 59.6 µM), without a hit: at the top dose activity, negative = inhibition, most hits filed as inhibitors; hit rate 0.71% among 290,000; also: potency is read from the fitted curve at half-maximal effect; % is scaled to controls: 0 for no effect and ±100 for the full control effect; nearly all actives have a fitted effect of over 55% in size
# Target sequence (A8B2U2 whole entry, looked up): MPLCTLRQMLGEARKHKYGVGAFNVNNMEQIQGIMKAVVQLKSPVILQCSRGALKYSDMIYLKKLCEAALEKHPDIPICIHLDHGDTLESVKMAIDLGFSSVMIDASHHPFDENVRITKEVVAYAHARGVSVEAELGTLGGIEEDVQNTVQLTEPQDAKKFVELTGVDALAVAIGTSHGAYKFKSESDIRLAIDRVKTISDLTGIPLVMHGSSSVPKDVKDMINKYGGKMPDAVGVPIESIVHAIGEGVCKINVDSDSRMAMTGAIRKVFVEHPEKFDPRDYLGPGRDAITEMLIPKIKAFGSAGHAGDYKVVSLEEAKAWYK
#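 Giardia FBPA (40 nM reagent) was preincubated 10 min at RT with compound (up to 57.5 uM final), then substrate plus GAPDH/TPI/NAD/arsenate coupling system with diaphorase/resazurin was added; resorufin fluorescence (525/598 nm) was read after 20 min.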
# AmpC inh detg – AmpC beta-lactamase inhibition with detergent present; P00811; AmpC hydrolysis of nitrocefin, absorbance 480 nm, 0.01% Triton; Potency, µM (doses to about 114 µM), inactives show top-dose activity change, negative = inhibition, usual class: inhibitors; hit rate 0.041% among 370,000;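 also: potency is read from the fitted curve at half-maximal effect; 0% = no-compound wells and -100% = no-enzyme wells; nearly all actives have a fitted effect of over 25% in size; some results filed as inactive show a strong effect at the top dose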
# Target sequence (P00811 whole entry, looked up): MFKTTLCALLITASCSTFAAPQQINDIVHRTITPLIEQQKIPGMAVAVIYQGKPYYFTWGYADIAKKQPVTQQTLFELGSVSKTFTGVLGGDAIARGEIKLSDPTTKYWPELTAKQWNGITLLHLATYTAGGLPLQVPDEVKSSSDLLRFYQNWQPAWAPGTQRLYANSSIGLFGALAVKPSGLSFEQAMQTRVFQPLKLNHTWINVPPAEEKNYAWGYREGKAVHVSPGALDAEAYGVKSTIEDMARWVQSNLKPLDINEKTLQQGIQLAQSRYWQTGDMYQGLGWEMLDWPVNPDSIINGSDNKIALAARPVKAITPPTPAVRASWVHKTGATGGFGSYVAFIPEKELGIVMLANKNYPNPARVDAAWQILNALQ
#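 20 mM phosphate pH 7.0 + 0.01% (detergent screen) or 0.0001% Triton X-100; 5.3 nM AmpC reagent; cpd preinc 15 min RT; nitrocefin (800 uM stock) to start; A480 q20 s × 4 min; Activity was normalised to no-enzyme and no-compound control wells.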
# AmpC no deterg – AmpC beta-lactamase inhibition without detergent. P00811. AmpC nitrocefin hydrolysis, absorbance 480 nm, 0.0001% Triton. Potency, µM (doses to about 57.1 µM), without a hit: at the top dose activity change, negative = inhibition, usual class: inhibitors. hit rate 0.52% among 330,000;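 also: potency is read from the fitted curve at half-maximal effect; plate controls were no compound for no effect and no enzyme for full effect; nearly all actives have a fitted effect of over 20% in size; some results filed as inactive show a strong effect at the top dose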
#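 20 mM phosphate pH 7.0 + 0.01% (detergent screen) or 0.0001% Triton X-100; 5.3 nM AmpC reagent; cpd preinc 15 min RT; nitrocefin (800 uM stock) to start; A480 q20 s × 4 min; Activity was normalised to no-enzyme and no-compound control wells.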
# CHX counter – affects cycloheximide protein synthesis inhibition readout, counter-screen; AID 2314; cell reporter, cycloheximide protein synthesis inhibition counterscreen; hit rate 12% among 300,000; max response, %; in the data active = max response mostly above about 13%, no sharp cut-off; inactive = mostly below about 14%; also: read at 38.3 µM for the half of the compounds with a filed dose; 0% is about no effect
# * = called active by the depositor; ? = inconclusive; / = no result given; & = joins results of further samples; [ ] = dose if it differs, or a comment. Unless noted, calls follow the shape of the dose curve; as a rule, active = well fitted curve in the direction sought with a large enough effect; inconclusive = small, poorly fitted or top-dose-only effect, or another doubt; inactive = no such curve, though single readings can be large; an effect the other way counts as inactive or inconclusive.
canonical_smiles	CHX counter	Shiga inhibitor	AmpC no deterg	HCMV antiviral	AMA1 RON2 block	FBPA Giardia inh	AmpC inh detg
CCCN=C1N(CC)C[C@@H]2[C@@H]3C(=O)N(C)C(=O)[C@@H]3[C@](Cc3ccccc3)(C(=O)OC)N12	/	/	13%	4	-3%	/	/
CCCCN(C)C(=O)c1cn(C)c2ccc(S(=O)(=O)N3CCC(C)CC3)cc2c1=O	1	-2	83%[activator]	0	1%	2%	2%&3%
O=C(NNc1ccccc1)C(CCO)C(=O)NNc1ccccc1	-2	-3	-15%	-12	14%	2%	-12%
Cc1ccc(S(=O)(=O)N2CCCN(C(=O)CNC(=O)c3cccc(C)c3)CC2)cc1	/	/	0%	-2	0%	/	-8%
CC(C)C1COS(=O)(=O)NC1CC(=O)SC(C)(C)C (stereo not given)	-2	-8	-25%	-14	19%	6%	-6%
Cc1ccc(S(=O)(=O)n2nc(C)c(C#N)c2N)cc1	-5	-1	-7%	-17	-3%	7%	?
CCOC(=O)C1CCN(C(c2ccccn2)c2c(C)[nH]c3ccccc23)CC1 (stereo not given)	-2	-8	21%	-35	4%	11%	1%
Cc1ccccc1CC1(CO)CCCN(Cc2nc(-c3cccs3)oc2C)C1 (stereo not given)	2	11	132%[activator]	-34	-9%	0%	3%
Cc1cc(NC2C3CC4CC(C3)CC2C4)n2nnnc2n1 (stereo not given)	1	-3	-22%	-20	?	6%	-12%
CC(NC(=O)c1ccc(F)cc1)c1nc2ccccc2n1Cc1ccccc1F (stereo not given)	-2	1	14%	4	2%	8%	?
Nc1ccnc(C(F)(F)F)c1C(=O)c1ccccc1	1	-5	-12%	-32	-7%	10%	-4%
O=Cc1c(NCCN2CCOCC2)c2ccccc2[nH]c1=O	-3	15	4%	13	30%[activator]	2%	?
COc1ccccc1NC(=O)Cn1cncc1-c1ccc([N+](=O)[O-])cc1	6	-6	-12%	?	-11%	-3%	-10%
Cc1ccc(OCc2nnc(N)s2)cc1C	21*	59*	-8%	48	-11%	-6%	-3%
O=C(NCc1ccccc1Cl)C(=O)c1c[nH]c2ccccc12	29*	71*	-35%	?	4%	-4%	-4%
COC(=O)Cc1c(O)ccn(Cc2cccc3ccccc23)c1=O	-2	17	-29%	7	-2%	3%	-6%
Cc1cccc(NC(=O)CSc2nc(C)c(Cc3ccccc3)c(=O)[nH]2)c1C	-4	-19	-11%	53	/	5%	1%&16%
CCn1c(SCC(=O)Nc2ccc3[nH]c(=O)[nH]c3c2)nnc1-c1ccccc1	-2	-3	-20%	-39	1%	6%	-8%
COc1ccc(NC(=O)C(=O)N/N=C/c2cc(C)n(-c3cccc(Cl)c3Cl)c2C)c(OC)c1	-1	8	-2%	-29	7%	-3%	2%
CCOC(=O)c1cc(NC(=O)N(C(C)C)C2CCCCC2)c(C)nc1C	1	-2	-8%	-18	39%[activator]	-7%	0%
O=C1CN=C(c2ccccc2)c2oc3ccc(Br)cc3c2N1	-2	-10	-25%	0	-13%	5%	-1%
O=C(O)c1ccc(S(=O)(=O)c2ccc3c(c2)C(=O)N(c2ccc(O)cc2)C3=O)cc1	-3	-7	-18%	?	-1%	25%	-4%
O=C(CN(Cc1ccccc1)C(=O)c1ccco1)NCc1ccc(F)cc1	2	31	-3%	4	-11%	5%	-13%
CCN(CC)CCCNC(=O)c1cc(Cl)c(NC(=O)C2=C(C)OCCS2)cc1OC	-1	-11	10%	-34	-3%	2%	-2%
COC(=O)c1ccc(NC(=O)CN(c2ccc3c(c2)OCO3)S(C)(=O)=O)cc1	8	19	-13%	39	0%	2%	-8%
CN1C(=O)CN=C(c2ccccc2)c2cc([N+](=O)[O-])ccc21	-3	-7	-1%	/	/	7%	-5%
COc1cc(/C=C/C(=O)O)cc(S(=O)(=O)Nc2ccc3c(c2)OCO3)c1OC	2	-7	-15%	30	-3%	-4%	-2%
Cc1ccc(C)c(NS(=O)(=O)c2cc(C(=O)NCCSC3CCCCC3)ccc2C)c1	-3	-14	-33%	-14	1%	0%	-5%
CCOc1ccc2c(C)nc(NC3=NC(C)(C)C=C(C)N3)nc2c1	4	-8	-8%	97	-8%	5%	-13%
CCCCSCCCNC(=O)c1ccc2c(c1)N(CC)C(=O)c1ccccc1S2=O (stereo not given)	-1	3	49%	-25	-6%	-1%	3%

# Arranged by formula weight (highest first): part of the list above.
canonical_smiles	CHX counter	Shiga inhibitor	AmpC no deterg	HCMV antiviral	AMA1 RON2 block	FBPA Giardia inh	AmpC inh detg
CCCCN(C)C(=O)c1cn(C)c2ccc(S(=O)(=O)N3CCC(C)CC3)cc2c1=O	1	-2	83%[activator]	0	1%	2%	2%&3%
Cc1cccc(NC(=O)CSc2nc(C)c(Cc3ccccc3)c(=O)[nH]2)c1C	-4	-19	-11%	53	/	5%	1%&16%
O=Cc1c(NCCN2CCOCC2)c2ccccc2[nH]c1=O	-3	15	4%	13	30%[activator]	2%	?

# Going on with the list.
canonical_smiles	CHX counter	Shiga inhibitor	AmpC no deterg	HCMV antiviral	AMA1 RON2 block	FBPA Giardia inh	AmpC inh detg
Cc1ccc(/C=C2\SC(=S)N(c3cccnc3)C2=O)cc1	12	2	-15%[11.4 µM]	4	-6%	3%	?
CC1(C)CC(=O)C(CC(=O)Nc2cc(C(F)(F)F)ccc2Cl)C(=O)C1	-2	-9	-25%	-22	14%	8%	1%
C=CCN(c1ccccc1)S(=O)(=O)c1cccc(C(=O)NC2CCC(O)CC2)c1 (stereo not given)	/	/	29%	?	4%	/	-12%
Cc1nn(-c2ccccc2)c(C)c1NC(=O)COc1ccc([N+](=O)[O-])cc1	/	/	?	-7	9%	/	?
N=C1C(=O)OCC1c1ccccc1NC(=O)c1ccc(F)cc1 (stereo not given)	-4	-14	-16%	14	9%	6%	-13%
CN1CCN(CC(=O)Nc2ccc(Cl)cc2Cl)CC1	10	25	-18%	48	-6%	5%	-11%
CC1CCCCN1Cc1c(O)ccc2c(=O)c(-c3ccc(Br)cc3)coc12 (stereo not given)	9	23	36%	?	10%	-1%	-1%
CC(OC(=O)C1CCN(c2ccc(C(F)(F)F)cn2)CC1)C(=O)Nc1ccc(S(N)(=O)=O)cc1 (stereo not given)	13	-4	0%	-1	8%	/	7%
O=C(/C=C/c1ccccc1Cl)c1ccccc(=O)c1O	65*	89*	?	?	60%[activator]	?	-1%
O=C(O)CCCNC(=O)CCCNC(=O)C(c1ccccc1)c1ccccc1	-2	-12	-1%	20	-14%[2.32 µM]	5%	-5%
O=S(=O)(c1ccc(-n2cnnn2)cc1)N1CCNCC1	2	6	-5%	-5	-8%	/	0%
CSc1ccccc1C(=O)NC1CCCN(Cc2ccccc2F)C1 (stereo not given)	-1	-2	-15%	47	0%	0%	0%
O=C(Nc1cccc([N+](=O)[O-])c1)C1CC(=O)N(C2CCCCC2)C1 (stereo not given)	-4	7	6%	-12	10%	4%	1%
Cc1ccc(Nc2c(F)c(F)c(F)c(F)c2C(=O)O)cc1	-5	-7	-23%	14	10%	25%	0%
CC1CC(NS(=O)(=O)c2cc3c4c(c2)CCN4C(=O)CC3)CC(C)(C)C1 (stereo not given)	/	/	21%	-27	1%	/	-8%
O=C(CN1C(=O)NC2(CCCc3ccccc32)C1=O)NCc1ccc(Cl)cc1Cl (stereo not given)	-3	-7	-8%	96	3%	4%	2%
CCOc1ccc(C(=O)CCC(=O)Nc2ccccc2C)cc1	-3	1	-26%	22	7%	0%	-18%
CCCCn1c(N)c(N(CCC(C)C)C(=O)C2CC(=O)N(CCc3ccc(OC)c(OC)c3)C2)c(=O)[nH]c1=O (stereo not given)	/	/	42%	-12	-16%	/	-8%
CC(C(=O)N(C)Cc1ccccc1)N1CCN(C/C=C/c2ccccc2)CC1 (stereo not given)	-1	-7	62%[activator]	?	-19%	?	5%
O=C(Sc1cccc2cccnc12)c1ccccc1Br	8	41*	-27%	-97*	/	6%	-7%
CN(C)CCCN(C(=O)C1=COCCO1)c1nc2ccc(Br)cc2s1	-1	-6	42%	6	-6%	-20%	1%
COC(=O)c1sc(N)c(C(=O)OC)c1CSc1nnc(-c2ccccc2Cl)n1C	-1	-4	-13%	-20	-2%	-10%	-13%
O=C(COc1ccccc1/C=C1\SC(=S)NC1=O)Nc1ccc(F)cc1	/	/	-32%	-28	3%	/	/
COC(=O)C1C(=O)C=C(N2CCOCC2)CC1(C)C (stereo not given)	-1	-10	-4%	-8	1%	1%	-9%
COC(=O)c1sc(NC(=O)CSc2nnnn2C)nc1C	29*	121*	-22%	85	-4%	-3%	?
COCCCN1CN(S(=O)(=O)c2cccs2)c2nc3ccccc3nc21	-1	54	10%	-24	-8%	-4%	-1%
CCOc1ccc(CCNC(=O)Cn2c(-c3nonc3N)nc3ccccc32)cc1OCC	2	58	-10%	-32	24%	5%	5%
Cc1ccc2c(CSc3nncs3)cc(=O)oc2c1	27*	120*	-36%	-31	0%	-9%	2%
COc1ccc(NC(=S)NCCCCCC(=O)C[N+](=O)[O-])cc1	9	30	-17%	-20	1%	-10%	7%
COc1nc(NC2CCCCC2)nc(N2CCCCCC2)n1	8	23	0%	?	-17%	6%	-7%
CCN(CC)S(=O)(=O)c1ccc(C(=O)OCC(=O)Nc2ccc(-c3nc4ccc(C)cc4s3)cc2)cc1	74*	115*	-7%	11	1%	3%	-3%
O=C(Nc1nc(-c2ccc(F)cc2)cs1)c1ccc(N2C(=O)CCC2=O)cc1	-2	-20	-10%	-10	6%	4%	?
CC(=NCCO)c1c(O)n(C)c(=O)n(C)c1=O	-4	-12	3%	43	-2%	-1%	-14%
Nc1c(C(=O)Nc2cccc(Cl)c2Cl)sc2nc(-c3cccnc3)ccc12	0	9	-33%	-37	38%[activator]	4%	-15%
CCCCNc1c(-c2cccc(SC3CCCCC3)c2)nc2ccc(Cl)cn12	/	/	-15%	-2&-34	11%&-10%	/	1%
Cc1noc(C)c1COc1ccccc1C(=O)N1CCN(S(=O)(=O)c2ccccc2C(F)(F)F)CC1	/	/	183%[activator]	-18	-10%	/	-16%
O=C(Cn1cnc2c(cnn2-c2ccccc2)c1=O)c1ccc(Cl)cc1	-3	-3	-4%	-40	-1%	-6%	?
O=C(c1ccc(C(=O)N2CCCc3ccccc32)nc1)N1CCCc2ccccc21	12	33	48%	14	7%	-5%	9%
COC(=O)C1C(=O)c2c([nH]c(C(=O)OC3CCCC3)c2C)CC1C (stereo not given)	47*	49	/	65	9%	-4%	1%
CC1(NC(=O)c2cc(Cl)nc3ccccc23)CCS(=O)(=O)C1 (stereo not given)	/	/	-4%	61	0%	/	0%
CCOC(=O)C1=C(CN2CCN(C(=O)c3ccco3)CC2)NC(=O)NC1c1ccc(C)cc1 (stereo not given)	-2	-19	79%[activator]	8	1%	/	1%
S=c1[nH]c(-c2cccs2)cn1-c1ccccc1	34*	58*	-42%	-31	29%	26%	0%
O=C(N/N=C/c1c[nH]c2ccc(Br)cc12)c1ccccn1	11	35	-49%	?	56%[activator]	-16%	-7%
